# Growth percent in the NCI-60 one-dose screen (48 h, 10 µM unless noted): 100 = growth as untreated, 0 = no growth, -100 = all killed.
# SF-295 – SF-295 CNS cancer cells | actives 5.6% (n = 79,000) | AID 1794758
# SF-268 – SF-268 CNS cancer cells. actives 3.1% (n = 82,000). AID 1794759
# CAKI-1 – CAKI-1 renal cancer. actives 4.7% (n = 75,000). AID 1794772
# NCI-H23 – NCI-H23 lung cancer; actives 4% (n = 80,000)
# SNB-19 – SNB-19 CNS cancer cells. actives 2.5% (n = 81,000)
# U251 – U251 CNS tumor cells. actives 5.4% (n = 80,000). AID 1794753
# SNB-75 – SNB-75 CNS cancer; actives 5% (n = 79,000); AID 1794750
# A498 – A498 renal cancer cells; actives 5.4% (n = 76,000); AID 1794774
# SF-539 – SF-539 CNS cancer; actives 6.8% (n = 81,000)
# * = called active by the depositor; . = no result given. How the source made its calls: active means growth percent below 10; inactive means the rest.
Structure,SF-295,SF-268,CAKI-1,NCI-H23,SNB-19,U251,SNB-75,A498,SF-539
CCCN[C@H]1CCc2nc(N)sc2C1,99.1,104.5,92.1,.,110.2,109.3,87.3,112.1,96.8
NC(=O)c1cnc(Nc2cccc(N)c2)nc1NCCCNC(=O)C1CCC1,69.3,76.2,37.2,79.8,82.8,64.8,53.8,90.4,5.4*
CN(C)C(=S)Sc1ccc([N+](=O)[O-])cc1[N+](=O)[O-],90.3,52.8,4.4*,44.4,83.2,6.6*,57.4,80.5,52.1
CC(C)=C/C(C)=N\NS(=O)(=O)c1ccc([N+](=O)[O-])cc1,110.1,98.6,91.2,94.1,98.4,95.0,87.5,86.0,99.9
O=c1ccc(=Nc2ccc(NNc3ccccc3)cc2)c2c(=O)c3c([N+](=O)[O-])ccc(O)c3c(=O)c1=2,62.0,84.0,71.3,92.3,104.9,98.3,116.8,117.8,105.2
COC(=O)CC1CC2(C(=O)OC)c3[nH]c4ccccc4c3CCN2C1=O (stereo not given),101.4,96.4,101.5,96.1,110.0,103.4,.,127.6,101.7
Cn1c(SCC(=O)Nc2ccc([N+](=O)[O-])cc2)nc2ccccc2c1=O,85.7,86.4,70.7,78.8,91.9,93.9,81.3,94.2,91.3
CCc1c(Cl)nc(N)nc1Nc1ccc(C)c(C)c1,93.2,97.9,86.5,96.9,96.2,88.1,93.5,.,100.5
O=C1/C(=C\c2ccc(Cl)cc2)CN(C(=S)Nc2ccccc2)C/C1=C\c1ccc(Cl)cc1,-53.3*,-72.4*,-17.6*,-52.8*,-72.9*,-97.7*,-36.3*,.,-94.4*
O=C(/C=C/c1cn(Cc2ccccc2)c2ccccc12)c1cc2ccccc2oc1=O,82.3,81.4,70.7,76.7,80.6,89.7,65.1,135.2,83.9
COC(=O)[C@]1(C)CCC[C@]2(C)[C@H]3C[C@@H]4[C@H]5[C@@H]6CC/C(=N\OCC/C(N)=N/O)[C@H]5[C@@]3(CC[C@H]21)CC4(C(C)C)O6,72.7,72.9,65.1,73.4,89.4,68.4,66.9,82.4,79.2
COc1ccc(C(=O)c2ccc3[nH]c(=O)nc(N)c3c2)cc1,102.2,102.9,125.6,102.5,109.9,104.5,85.2,106.7,98.1
CCCCN(CCCC)CCCNc1c2c(nc3ccc(OC)cc13)CCCC2,90.0,98.8,85.3,79.9,.,85.3,72.6,86.3,89.7
COc1ccc(-c2nn(-c3cccc(Cl)c3)cc2-c2cc(-c3cccs3)nc(N)n2)cc1,92.9,106.4,79.5,92.6,102.5,.,92.2,.,103.5
O=C(CSc1nc2ccccc2c(=O)n1-c1ccccc1)Nc1ccc(S(=O)(=O)NC(=S)Nc2ccccc2)cc1,95.6,95.1,93.3,82.1,95.7,93.5,73.2,74.3,98.5
COc1ccccc1NC(=O)/C(=C/n1c(=S)[nH]c2ccccc21)C(C)=O,102.5,97.5,95.5,91.4,109.6,101.2,81.8,119.1,103.4
COc1ccc(C(=S)N2CCN(c3cccc(Cl)c3)CC2)cc1,111.2,102.4,.,100.9,101.4,112.2,93.2,105.6,92.2
Cc1nc(C)c(C(N)=O)s1,103.2,95.6,.,100.9,99.4,100.7,97.4,113.2,97.0
FC(F)(F)COc1ccc(/C=N/NC(=S)Nc2ccccc2)cc1,101.0,102.2,93.9,95.1,100.9,96.4,94.8,111.6,101.4
CCCCNC(=O)c1ccc(Cn2c(CCCC)nc3c(N)nc4ccccc4c32)cc1,82.6,77.5,54.4,83.8,87.4,88.2,.,71.4,84.8
Cc1cc(C2=NNC(=O)Cc3cc4c(cc32)OCCO4)ccc1N,84.3,105.7,72.7,94.1,103.9,98.3,.,107.6,88.6
Cc1nc(/N=C(N)/N=C(\N)c2ccccn2)sc1C,103.4,104.0,95.9,94.8,94.1,115.9,100.6,67.5,101.2
N#Cc1cnn(C(=O)c2ccccc2Br)c1NC(=O)c1cccc(Cl)c1,98.1,102.8,91.2,102.9,98.8,91.7,70.2,98.2,103.6
CCCCN(CCO)Cc1cc(Nc2c3ccccc3nc3ccccc23)ccc1O,79.4,67.0,79.4,87.6,95.8,65.7,49.4,55.8,74.3
Cc1c(N)c(C)c(Br)c(C)c1N,98.0,101.5,.,93.5,108.7,101.1,97.1,117.8,95.5
Clc1ccc(-c2noc(CSc3nc4ccccc4s3)n2)cc1,102.8,96.1,79.4,99.7,97.7,96.9,84.3,.,99.3
N[C@H]1CN(C(=O)c2cc3cc(Br)c(F)c(F)c3[nH]2)C[C@@H]1O,104.4,88.5,79.4,96.3,96.6,95.9,.,.,96.0
O=c1c(-c2nc3ccccc3[nH]2)cc2ccccc2n1Cc1cn(Cc2cccc(Oc3ccccc3)c2)nn1,100.1,83.2,88.1,87.6,85.9,90.8,54.9,69.1,26.8
CCOC(=O)N1C(=O)/C(=C\c2ccc(Cl)cc2)SC1=Nc1c(C)nn(-c2ccccc2)c1N,89.0,89.4,97.3,90.5,84.0,38.5,69.3,100.6,98.0
O=C(O)CCC(=O)N1CCOCC1,100.0,101.0,102.7,95.8,107.3,97.1,99.0,101.2,.
COC(=O)C1=C(C(C)=O)C(c2cc(OC)c(OC)c(OC)c2)C(C#N)=C(N)O1 (stereo not given),94.6,100.7,97.7,97.5,103.0,103.8,85.0,110.9,100.0
CCOC(=O)NCCc1nc2c([nH]1)c(=O)n(C)c(=O)n2C,102.6,98.5,.,93.7,106.8,107.5,91.0,104.6,105.4
COc1cc(NCC(=O)Nc2cc(Nc3ccccc3)ncn2)c(Cl)c(OC)c1Cl,84.8,98.8,.,99.0,93.8,95.3,86.1,94.6,85.3
O=C(NO)c1ccc(Cn2c3c(c4cc(F)ccc42)S(=O)(=O)CC3)cc1,.,98.9,.,97.8,96.0,95.3,79.3,97.9,96.4
CN1C=CN(Cc2ccc(-c3ccccn3)nc2)[CH-]1.CN1C=CN(Cc2ccc(-c3ccccn3)nc2)[CH-]1.[Au+3],17.3,44.1,67.6,36.3,62.6,38.6,72.6,42.9,17.4
COc1ccc2c(c1)oc1c3[nH]c4ccccc4c3c3c(c21)C(=O)N(C(=O)OC(C)(C)C)C3=O,103.5,91.8,65.6,81.3,102.6,99.3,86.0,98.7,92.3
CCCC(CCC)NCC(O)c1cc(-c2ccc(C(F)(F)F)cc2)nc(C(F)(F)F)c1 (stereo not given),.,-40.5*,-28.1*,-59.4*,8.9*,-96.6*,-3.9*,-31.0*,-72.2*
O=C1CCCN1C1CCN2c3ccccc3CCc3cccc1c32 (stereo not given),.,108.6,80.9,103.2,96.5,89.8,85.2,79.5,.
COc1ccc(C(C)n2cc(-c3ccccc3)nn2)cc1OC1CCCCC1 (stereo not given),96.5,88.9,63.5,85.8,81.2,90.5,88.2,67.0,89.3
Cc1ccc(-c2cssc2=S)cc1,113.5,111.4,.,95.8,94.6,93.5,115.8,88.8,89.1
COc1ccc(C2CC(c3ccc(Cl)cc3)=NN2/C=C2\SC(=S)N(c3ccc(OC(C)=O)cc3)C2=O)cc1 (stereo not given),90.9,79.7,73.0,94.9,81.9,60.0,64.2,.,90.2
CCN(CC)c1ccc(Nc2ccc(CC(=O)c3ccccc3)cc2)cc1,97.8,87.0,.,81.1,80.8,56.2,91.1,99.7,89.4
CCCCSc1nnc(-c2c(C)nc3ccc(C)cn23)o1,95.8,98.3,77.2,78.9,86.9,78.6,99.8,77.0,87.5
CC(=O)Nc1c(Cl)cccc1[N+](=O)[O-],93.6,113.3,95.3,110.3,105.0,97.4,102.1,77.3,98.2
COc1cc(/C=N/NC(=O)C2CCC(=O)N2)ccc1O (stereo not given),99.9,102.7,91.2,105.1,100.2,104.9,91.9,106.6,106.9
COC(=O)C(C)Oc1ccc(OC#N)cc1 (stereo not given),96.3,98.9,86.5,95.0,.,100.7,88.9,107.3,94.6
CC1=C(C(=O)Nc2ccccc2)C(c2cccc(Cl)c2Cl)n2c(nc3ccccc32)N1 (stereo not given),47.1,42.5,36.4,61.3,67.5,57.2,47.2,35.0,71.4
CCOC(=O)c1c(Nc2ncnc3cc(OC)c(OC)cc23)sc2c1CCCCC2,105.7,96.0,.,94.4,106.7,101.2,85.2,95.2,108.1
COc1cc2ncnc(Nc3ccc(S(=O)(=O)Nc4nccs4)cc3)c2cc1OCCCN1CCCC1,105.9,99.2,100.3,99.8,103.1,101.4,93.8,104.1,101.0
CCCCCC(=O)Oc1ccc(/C(=C(\C)c2ccccc2)c2ccc(OCCCN(C)C)cc2)cc1,105.3,97.0,96.7,99.2,115.9,103.5,.,95.6,104.2
Cc1cc(C)c2c(N)c3cccc(C)c3nc2n1,1.7*,10.0*,.,-28.6*,18.6,17.4,10.4,-57.2*,1.4*
O=C(N1c2ccccc2Sc2ccccc21)n1ccc2cccnc21,81.0,80.8,53.6,77.9,74.3,51.3,.,109.4,76.6
c1ccc2c(-c3c[nH]c4ccccc34)c3c(cc2c1)[nH]c1ccccc13,85.4,66.7,63.0,69.9,90.9,70.1,38.4,.,59.0
O/N=C(/CCc1ccccc1)c1ccccc1,102.2,99.2,108.7,89.4,97.4,111.4,91.8,85.0,96.8
COc1ccc(/C=C2\SC(=O)N(/N=C/c3ccc(OC)cc3)C2=O)cc1,104.9,110.7,93.4,103.9,97.9,106.5,91.9,103.9,93.7
CNC(=O)c1cc(Oc2ccc3c(c2)sc2nc(-c4ccc(Br)cc4)c(CN4CCN(C)CC4)n23)ccn1,93.8,100.2,91.7,90.5,105.7,103.1,86.8,96.0,101.8
N=c1scc(-c2ccc(Cl)cc2)n1CC(=O)N1CCOCC1,.,102.2,84.4,95.6,91.2,88.3,75.3,75.5,95.7
COc1ccc(C2=NN(C(C)=O)C(c3cn(-c4ccccc4)nc3-c3ccc(Cl)cc3)C2)cc1 (stereo not given),42.4,27.2,28.0,9.3*,34.2,-7.1*,-4.5*,80.2,15.8
C=C(C=O)C1CCC2(C(=O)O)CCC3(C)C(CCC4C5(C)CCC(O)C(C)(C)C5CCC43C)C12 (stereo not given),-7.0*,24.3,-27.6*,-52.1*,66.3,6.8*,47.1,55.2,-43.4*
CSc1nc(Nc2cccc(NC(=O)CC#N)c2)c(C#N)c(-c2cccc([N+](=O)[O-])c2)n1,92.6,100.3,89.9,93.8,104.7,.,89.9,68.4,95.1

# Overlap with the part before: 6 entries, then new ones.
Structure,SF-295,SF-268,CAKI-1,NCI-H23,SNB-19,U251,SNB-75,A498,SF-539
COc1ccc(/C=C2\SC(=O)N(/N=C/c3ccc(OC)cc3)C2=O)cc1,104.9,110.7,93.4,103.9,97.9,106.5,91.9,103.9,93.7
CNC(=O)c1cc(Oc2ccc3c(c2)sc2nc(-c4ccc(Br)cc4)c(CN4CCN(C)CC4)n23)ccn1,93.8,100.2,91.7,90.5,105.7,103.1,86.8,96.0,101.8
N=c1scc(-c2ccc(Cl)cc2)n1CC(=O)N1CCOCC1,.,102.2,84.4,95.6,91.2,88.3,75.3,75.5,95.7
COc1ccc(C2=NN(C(C)=O)C(c3cn(-c4ccccc4)nc3-c3ccc(Cl)cc3)C2)cc1 (stereo not given),42.4,27.2,28.0,9.3*,34.2,-7.1*,-4.5*,80.2,15.8
C=C(C=O)C1CCC2(C(=O)O)CCC3(C)C(CCC4C5(C)CCC(O)C(C)(C)C5CCC43C)C12 (stereo not given),-7.0*,24.3,-27.6*,-52.1*,66.3,6.8*,47.1,55.2,-43.4*
CSc1nc(Nc2cccc(NC(=O)CC#N)c2)c(C#N)c(-c2cccc([N+](=O)[O-])c2)n1,92.6,100.3,89.9,93.8,104.7,.,89.9,68.4,95.1
COc1nc2ccc(OCc3ccccc3)cc2cc1-c1nc2c(cnn2-c2ccc(Br)cc2)c(=O)[nH]1,104.6,97.7,96.4,107.7,99.7,95.4,99.8,113.6,99.1
Cc1ccc(C(=O)NCCCNc2nccc(-n3ccc4cccnc43)n2)cc1,96.0,94.7,96.6,101.9,90.6,93.2,.,81.7,99.2
Clc1ccc(-c2csc(NCC3CCCO3)n2)cc1 (stereo not given),113.4,107.8,91.4,93.1,93.5,94.7,91.5,79.4,99.4
CS(=O)(=O)Oc1cc2oc(=O)c3c(c2cc1Cl)CCCCC3,92.8,96.7,87.5,94.7,98.2,88.6,88.0,54.5,86.5
Nc1ccc(-c2ccc(F)cc2)cc1NC(=O)C1CC2CCC(C1)O2 (stereo not given),93.0,93.4,94.9,96.1,88.0,99.7,87.2,77.2,85.1
NNC(=O)Cc1cccc2ccc(Cl)cc12,110.4,98.4,96.5,105.4,104.1,106.4,97.2,114.2,98.8
COc1ccc(C(=O)Nc2ccc(Oc3cc4cc(OC)c(OC)cc4nc3C)cc2)cc1OC,94.6,100.5,91.0,96.3,99.4,100.9,64.3,80.5,83.7
Cc1oc(-c2ccc(Cl)cc2Cl)cc1C(=O)Nc1nccs1,87.0,100.2,78.1,87.4,98.8,.,84.4,102.4,95.9
O=C(CCCn1c(O)c(/C=C2\C=Nc3ccccc32)sc1=S)NCCc1ccc(O)cc1,93.0,97.8,90.1,88.0,97.5,101.9,88.1,116.4,98.0
S=c1nc[nH]c2c1ncn2C1C=CCCC1 (stereo not given),108.0,93.3,103.8,103.5,101.4,106.5,96.5,149.3,88.9

# Entries of single compounds as entered above:
# `COc1ccc(C(=O)Nc2ccc(Oc3cc4cc(OC)c(OC)cc4nc3C)cc2)cc1OC` is listed with SF-295 = 94.6; SF-268 = 100.5; CAKI-1 = 91.0; NCI-H23 = 96.3; SNB-19 = 99.4; U251 = 100.9; SNB-75 = 64.3; A498 = 80.5; SF-539 = 83.7
# `CS(=O)(=O)Oc1cc2oc(=O)c3c(c2cc1Cl)CCCCC3` is listed with SF-295 = 92.8; SF-268 = 96.7; CAKI-1 = 87.5; NCI-H23 = 94.7; SNB-19 = 98.2; U251 = 88.6; SNB-75 = 88.0; A498 = 54.5; SF-539 = 86.5

# High-throughput results from PubChem.
